TROY NFkB inh = inhibitors of TROY-dependent NF-kB signaling; 360,000 compounds, 0.98% hits; AID 1347056; Q293 LMP1-TROYcd NF-kB luciferase reporter, 4 h; inhibition, % at 10 µM;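 active = compounds whose plate-normalised and pattern-corrected inhibition of the luciferase reporter signal at the single screening dose is 50% or more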
LMP1 NFkB inh = inhibitors of Epstein-Barr LMP1-induced NF-kappaB reporter. AID 504558. inhibition, % at 12.5 µM. LMP1-induced NF-kappaB luciferase reporter cells, luminescence. 350,000 compounds, 0.69% hits; in the data active = inhibition above about 41%;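 also: 0% = neutral control wells and 100% = reference inhibitor control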
NR5A2 inv ag = suppresses constitutive activity of human LRH-1. 360,000 compounds, 0.13% hits. HEK293T StAR-luciferase reporter, LRH-1 transfected, 24 h. inhibition, % at 3.6 µM;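 active = inhibition above the mean inhibition of all tested compounds plus 3 SD, cut at about 73% in these data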;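 also: 0% = DMSO wells and 100% = reporter-only cells lacking LRH-1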
Target sequence (O00482 whole entry, looked up): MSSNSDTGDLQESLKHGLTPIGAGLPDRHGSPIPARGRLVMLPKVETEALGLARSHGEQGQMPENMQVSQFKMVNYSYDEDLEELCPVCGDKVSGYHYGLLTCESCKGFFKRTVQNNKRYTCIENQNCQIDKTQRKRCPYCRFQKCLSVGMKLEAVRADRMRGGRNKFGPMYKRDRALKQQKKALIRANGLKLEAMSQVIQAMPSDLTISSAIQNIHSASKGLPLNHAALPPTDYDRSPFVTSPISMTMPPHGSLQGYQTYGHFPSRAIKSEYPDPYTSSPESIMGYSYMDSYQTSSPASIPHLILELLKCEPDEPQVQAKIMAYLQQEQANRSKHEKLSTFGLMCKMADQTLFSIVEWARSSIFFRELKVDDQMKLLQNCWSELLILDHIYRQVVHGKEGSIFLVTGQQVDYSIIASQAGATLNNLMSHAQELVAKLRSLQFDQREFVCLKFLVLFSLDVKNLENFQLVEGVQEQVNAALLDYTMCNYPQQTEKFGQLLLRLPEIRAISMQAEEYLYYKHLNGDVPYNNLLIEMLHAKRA
NCOA3 inh = human NCOA3 inhibition; inhibition, % at 3.6 µM; AID 588352; Q9Y6Q9; HEK293 GAL4-SRC3 luciferase reporter, luminescence; 360,000 compounds, 0.17% hits;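 active = inhibition above a per-campaign cutoff, the mean of all compounds plus 3 SD, cut at about 60% in these data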;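 also: 0% = DMSO-treated cells and 100% = gossypol-treated cells at 36 µM; higher means less SRC3-driven luciferase light from the GAL4 reporter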
SRC1 inh = human NCOA1 inhibition; Q15788; HEK293 GAL4-SRC1 luciferase reporter, luminescence; inhibition, % at 3.6 µM; 360,000 compounds, 0.12% hits;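 active = inhibition above the campaign mean plus 3 SD, with each screening campaign given its own cutoff, cut at about 60% in these data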;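 also: 0% = DMSO treated cells and 100% = gossypol at 36 µM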
TWEAK-Fn14 inh = blocks TWEAK-Fn14 interaction in a reporter cell assay. AID 1159606. TWEAK-stimulated Fn14 reporter cells, luciferase luminescence, 8 h. 360,000 compounds, 2% hits. inhibition, % at 10 µM; in the data active = inhibition above about 50%
KKLEB tox = reduces viability of KKLEB cystic fibrosis airway cells; 360,000 compounds, 0.36% hits; activity change (cytotoxicity), % at 5 µM; AID 602141; KKLEB CF airway cells viability, ATPlite luminescence, overnight; hits give low values; cells stimulated with P. aeruginosa culture filtrate;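 active = corrected activity change at or below -50% at 5 µM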
NR2F2 inh = NR2F2 (human) inhibition, primary screen | 370,000 compounds, 0.7% hits | HEK293T NGFI-A luciferase reporter, luminescence | inhibition, % at 8.6 µM;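 active = inhibition above a per-plate cutoff, mean inhibition of test wells between control levels plus 3 SD, cut at about 38% in these data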;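 also: cells cotransfected with COUP-TFII expression vector driving the NGFI-A reporter; 0% = median of COUP-TF2 test wells and 100% = reporter-only cells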
Target sequence (P24468 whole entry, looked up): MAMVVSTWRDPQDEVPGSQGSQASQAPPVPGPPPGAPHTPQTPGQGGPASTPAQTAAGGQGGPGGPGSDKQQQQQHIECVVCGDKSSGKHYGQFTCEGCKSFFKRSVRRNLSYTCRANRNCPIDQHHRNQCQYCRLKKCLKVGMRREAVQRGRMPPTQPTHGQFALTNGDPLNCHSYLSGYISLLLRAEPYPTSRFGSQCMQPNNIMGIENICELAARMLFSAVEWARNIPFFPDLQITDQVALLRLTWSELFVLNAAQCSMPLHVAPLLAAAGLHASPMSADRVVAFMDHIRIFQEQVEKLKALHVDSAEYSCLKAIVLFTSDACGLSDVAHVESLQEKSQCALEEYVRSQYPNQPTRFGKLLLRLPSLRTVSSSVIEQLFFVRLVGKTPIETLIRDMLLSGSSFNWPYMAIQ
CF NFkB inh = inhibitors of cystic fibrosis induced NF-kB. AID 588850. inhibition, % at 5 µM. 360,000 compounds, 0.86% hits. KKLEB NF-kB-GFP reporter, PAF-induced, GFP fluorescence overnight;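 active = at least 50% inhibition at 5 µM, scaled per plate between neutral and stimulator controls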;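 also: PAF is a Pseudomonas aeruginosa culture filtrate used as stimulus; plate controls were PAF-stimulated DMSO wells for no effect and unstimulated DMSO wells for full effect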
C8 TRAIL sens = caspase-8 TRAIL sensitization | NB7+C8 cells + TRAIL, ATPlite viability luminescence | inhibition (viability loss, TRAIL sensitization), % at 10 µM | 360,000 compounds, 1% hits | AID 624354;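 active = compounds causing at least 50% loss of cell viability in the single-dose screen, relative to plate controls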
Shn3 3UTR inh = inhibitors of Schnurri-3 3'UTR reporter in osteoblasts. Clone20 osteoblast Shn3 3'UTR firefly luciferase, 24 h. inhibition, % at 12.5 µM. 360,000 compounds, 0.52% hits. AID 588674;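 active = mean inhibition of at least 75% with every replicate also reaching 75%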;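 also: 0% = median of neutral control wells and 100% = pilot-screen positive control compound; some compounds past the cut are filed as inactive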
The depositor's hits bear a star. Some of the compounds tested; count on the stated rates, not on these rows.

Screening CCN1/C(=C/C=C2/SC(=Nc3cccc4ncccc34)N(C)C2=O)Sc2ccccc21 returned TROY NFkB inh 21.4, LMP1 NFkB inh 7.2, NR5A2 inv ag 11.9, NCOA3 inh 10.7, SRC1 inh -4.5, TWEAK-Fn14 inh 12.6, KKLEB tox 11.4, NR2F2 inh 5.8, CF NFkB inh -14.2, C8 TRAIL sens 3.4 and Shn3 3UTR inh 13.6.
COc1ccc(CC(=O)N/N=C(\C)CC(=O)NCc2ccco2)cc1OC was read as TROY NFkB inh -3.5, LMP1 NFkB inh -1.3, NR5A2 inv ag -13.4, NCOA3 inh 13.4, SRC1 inh -44.2, TWEAK-Fn14 inh 7.3, KKLEB tox -0.8, NR2F2 inh 8.2, CF NFkB inh 13.7, C8 TRAIL sens 15.1 and Shn3 3UTR inh -4.7.
Screening O=C(CSc1n[nH]c(-c2ccncc2)n1)NC1CCS(=O)(=O)C1 (stereo unspecified) returned TROY NFkB inh 13.3, LMP1 NFkB inh -4.9, NR5A2 inv ag 4.6, NCOA3 inh 14.3, SRC1 inh -1.5, TWEAK-Fn14 inh -5.3, KKLEB tox -9.9, NR2F2 inh 5.2, CF NFkB inh -8.2, C8 TRAIL sens -16.2 and Shn3 3UTR inh 4.2.
Screening Cn1nc(C(=O)N2CCCCC2)c2c1-c1ccccc1S(=O)(=O)C2 returned TROY NFkB inh 14.9, LMP1 NFkB inh 5.7, NR5A2 inv ag -13.1, NCOA3 inh 18.5, SRC1 inh -10.8, TWEAK-Fn14 inh 0.3, KKLEB tox 13.2, NR2F2 inh 2.2, CF NFkB inh -29.3, C8 TRAIL sens -8.2 and Shn3 3UTR inh -7.0.
CSc1nccc(Oc2ccccc2Cl)n1 was read as TROY NFkB inh -34.5, NR5A2 inv ag -2.5, NCOA3 inh -0.8, SRC1 inh -15.9, TWEAK-Fn14 inh -14.1, KKLEB tox -1.6, NR2F2 inh 3.3, CF NFkB inh -0.9, C8 TRAIL sens -10.1 and Shn3 3UTR inh -83.6.
Screening S=C(Nc1ccc(Br)cc1Cl)N1CCC2(CC1)OCCO2 returned TROY NFkB inh -3.5, LMP1 NFkB inh -12.1, NR5A2 inv ag -1.6, NCOA3 inh 11.5, SRC1 inh -13.3, TWEAK-Fn14 inh -10.0, KKLEB tox -3.1, NR2F2 inh 6.9, CF NFkB inh -17.6, C8 TRAIL sens -8.9 and Shn3 3UTR inh -34.7.
Screening NC(=O)c1cccc(-c2cnc3c(Nc4cccc(OC(F)(F)C(F)F)c4)nccn23)c1 returned TROY NFkB inh 45.6, NR5A2 inv ag -49.5, NCOA3 inh -55.0, SRC1 inh -24.8, TWEAK-Fn14 inh 72.2*, KKLEB tox -10.4, NR2F2 inh -10.7, CF NFkB inh 10.9, C8 TRAIL sens 16.0 and Shn3 3UTR inh -33.8.
`Cc1ccc(N2C(=O)c3ccccc3C2Nc2ccc(S(=O)(=O)N3CCCCC3)cc2)nc1` (stereo unspecified) gave TROY NFkB inh -30.7, LMP1 NFkB inh -7.7, NR5A2 inv ag -24.7, NCOA3 inh 4.2, SRC1 inh -48.2, TWEAK-Fn14 inh 1.6, KKLEB tox -8.0, NR2F2 inh -6.5, CF NFkB inh 1.6, C8 TRAIL sens 3.2 and Shn3 3UTR inh 12.0.
For CC(=O)Oc1cc2c(C(C)=O)coc2c2ccccc12 the results were TROY NFkB inh -45.9, LMP1 NFkB inh 9.4, NR5A2 inv ag -12.6, NCOA3 inh -19.7, SRC1 inh -8.9, TWEAK-Fn14 inh -19.5, KKLEB tox -14.5, NR2F2 inh 10.4, CF NFkB inh 6.7, C8 TRAIL sens -11.1 and Shn3 3UTR inh -20.1.
`COc1ccc(-c2nnc(SCC(=O)NCCc3ccc(S(N)(=O)=O)cc3)o2)cc1OC` gave TROY NFkB inh 0.0, LMP1 NFkB inh 7.2, NR5A2 inv ag -8.7, NCOA3 inh 1.1, SRC1 inh -9.9, TWEAK-Fn14 inh -7.4, KKLEB tox -1.2, NR2F2 inh 22.5, CF NFkB inh 17.5, C8 TRAIL sens -15.9 and Shn3 3UTR inh -7.6.
Screening Cc1ccc(S(=O)(=O)N(c2cccc(C(F)(F)F)c2)C2C=CS(=O)(=O)C2)cc1 (stereo unspecified) returned TROY NFkB inh -4.1, LMP1 NFkB inh -25.1, NR5A2 inv ag 7.1, NCOA3 inh 8.4, SRC1 inh 7.2, TWEAK-Fn14 inh -9.5, KKLEB tox 3.9, NR2F2 inh 5.0, CF NFkB inh -3.4, C8 TRAIL sens 4.3 and Shn3 3UTR inh -14.3.
For COc1ccc(NC(=O)/C(=C\c2ccc3c(c2)OCO3)NC(C)=O)cc1 the results were TROY NFkB inh -29.6, LMP1 NFkB inh 2.1, NR5A2 inv ag -7.3, NCOA3 inh -30.8, SRC1 inh -23.4, TWEAK-Fn14 inh -6.8, KKLEB tox 9.6, NR2F2 inh -41.8, CF NFkB inh -2.7, C8 TRAIL sens -3.3 and Shn3 3UTR inh 0.6.
`Cc1ccnc(N2CCC(C(=O)Nc3ccc(Oc4ccccc4)cc3)CC2)n1` gave TROY NFkB inh -5.5, LMP1 NFkB inh -3.2, NR5A2 inv ag -4.6, NCOA3 inh -4.9, SRC1 inh -12.0, TWEAK-Fn14 inh -14.5, KKLEB tox -3.9, NR2F2 inh -10.9, CF NFkB inh -1.7, C8 TRAIL sens -5.8 and Shn3 3UTR inh -26.6.
Screening CCCCn1c(N)c(N(CCOC)C(=O)CSCc2cccc(C)c2)c(=O)[nH]c1=O returned TROY NFkB inh -3.9, LMP1 NFkB inh -7.7, NR5A2 inv ag -5.3, NCOA3 inh 24.2, SRC1 inh -7.2, TWEAK-Fn14 inh -14.3, KKLEB tox -8.3, NR2F2 inh -1.2, CF NFkB inh 7.0, C8 TRAIL sens -3.7 and Shn3 3UTR inh -6.8.
`CC(=O)Nc1ccc(S(=O)(=O)NCCc2ccccn2)cc1` gave TROY NFkB inh 5.0, LMP1 NFkB inh -3.0, NR5A2 inv ag -0.2, NCOA3 inh -13.7, SRC1 inh 0.3, TWEAK-Fn14 inh -10.6, KKLEB tox 5.6, NR2F2 inh 2.9, CF NFkB inh -10.4, C8 TRAIL sens -0.4 and Shn3 3UTR inh -6.9.
Screening Cc1ccc(C(C)C)c(OCc2ccc(C(=O)N/N=C/c3ccc(O)c(O)c3)cc2)c1 returned TROY NFkB inh -12.5, LMP1 NFkB inh -40.1, NR5A2 inv ag -26.6, NCOA3 inh 8.9, SRC1 inh -13.5, TWEAK-Fn14 inh 62.0*, KKLEB tox 14.4, NR2F2 inh 44.4*, CF NFkB inh -1.3, C8 TRAIL sens 30.7 and Shn3 3UTR inh 51.1.
For CCN(c1cccc(C)c1)S(=O)(=O)c1ccc2c(c1)oc(=O)n2C the results were TROY NFkB inh -3.6, LMP1 NFkB inh -3.7, NR5A2 inv ag 8.2, NCOA3 inh 8.0, SRC1 inh -17.8, TWEAK-Fn14 inh 2.9, KKLEB tox 16.3, NR2F2 inh 3.2, CF NFkB inh 11.1, C8 TRAIL sens -1.7 and Shn3 3UTR inh 0.8.
Screening COc1cccc(NC(=O)COc2cccc(-n3cnnn3)c2)c1 returned TROY NFkB inh 16.6, LMP1 NFkB inh 1.7, NR5A2 inv ag -1.5, NCOA3 inh 5.7, SRC1 inh -7.4, TWEAK-Fn14 inh 9.4, KKLEB tox 3.1, NR2F2 inh 10.9, CF NFkB inh 3.9, C8 TRAIL sens 2.7 and Shn3 3UTR inh 47.8.
For COc1ccc(C(C)(C)C)cc1NC(=O)CSc1ncn[nH]1 the results were TROY NFkB inh 0.9, LMP1 NFkB inh -21.6, NR5A2 inv ag 23.6, NCOA3 inh 11.5, SRC1 inh -5.0, TWEAK-Fn14 inh -0.1, KKLEB tox 6.5, NR2F2 inh -0.9, CF NFkB inh 46.5, C8 TRAIL sens -5.6 and Shn3 3UTR inh -32.1.
CC(=O)N1CCC2(CC1)CC(=O)c1cc(OCC(=O)NCc3ccco3)ccc1O2 was read as TROY NFkB inh -2.2, LMP1 NFkB inh -0.8, NR5A2 inv ag 4.9, NCOA3 inh 6.0, SRC1 inh -9.2, TWEAK-Fn14 inh 13.0, KKLEB tox 11.2, NR2F2 inh 0.7, CF NFkB inh 13.3, C8 TRAIL sens -7.3 and Shn3 3UTR inh 9.5.
`Cc1cc(C)n2nc(SC(C)C(=O)N3CC(C)OC(C)C3)nc2n1` (stereo unspecified) gave TROY NFkB inh -7.7, LMP1 NFkB inh 1.3, NR5A2 inv ag 5.1, NCOA3 inh 8.0, SRC1 inh 4.0, TWEAK-Fn14 inh -4.7, KKLEB tox -5.0, NR2F2 inh 2.2, CF NFkB inh -7.1, C8 TRAIL sens -2.4 and Shn3 3UTR inh -32.6.
`CCN(CC)C(=O)C1=C(C)N(CCCOC)C(=O)C(CC(=O)NCCN2CCOCC2)C1` (stereo unspecified) gave TROY NFkB inh -4.8, LMP1 NFkB inh -5.1, NR5A2 inv ag -3.8, NCOA3 inh -8.9, SRC1 inh -5.0, TWEAK-Fn14 inh 0.8, KKLEB tox 3.1, NR2F2 inh 11.6, CF NFkB inh -6.0, C8 TRAIL sens -12.7 and Shn3 3UTR inh -10.1.
For O=C(NC12CC3CC(CC(C3)C1)C2)c1cc([N+](=O)[O-])ccc1Cl the results were TROY NFkB inh -2.7, LMP1 NFkB inh 0.0, NR5A2 inv ag 19.9, NCOA3 inh -5.6, SRC1 inh 4.2, TWEAK-Fn14 inh -0.3, KKLEB tox -0.1, NR2F2 inh -7.0, CF NFkB inh 4.8, C8 TRAIL sens -4.2 and Shn3 3UTR inh -77.6.
`COc1ccc(C(=O)C(Cc2cc(C(C)=O)ccc2OC)N2CCCC2)cc1` (stereo unspecified) gave TROY NFkB inh -1.6, LMP1 NFkB inh 7.7, NR5A2 inv ag 6.2, NCOA3 inh 20.9, SRC1 inh -1.8, TWEAK-Fn14 inh -13.8, KKLEB tox -4.8, NR2F2 inh 13.5, CF NFkB inh 4.7, C8 TRAIL sens -2.6 and Shn3 3UTR inh 1.6.
For Cc1ccc(CSc2nc3nc(C)cc(C)n3n2)cc1 the results were TROY NFkB inh -23.7, LMP1 NFkB inh 4.3, NR5A2 inv ag -42.4, NCOA3 inh -19.2, SRC1 inh -31.1, TWEAK-Fn14 inh -6.4, KKLEB tox 4.7, NR2F2 inh -10.6, CF NFkB inh 0.0, C8 TRAIL sens -0.8 and Shn3 3UTR inh -7.2.
Screening CCOC(=O)C1CCN(C(=O)c2c(-c3c(Cl)cccc3Cl)noc2C)CC1 returned TROY NFkB inh 7.5, LMP1 NFkB inh -0.8, NR5A2 inv ag 6.6, NCOA3 inh -10.0, SRC1 inh -23.0, TWEAK-Fn14 inh -12.8, KKLEB tox 5.6, NR2F2 inh 4.3, CF NFkB inh -10.0, C8 TRAIL sens 1.7 and Shn3 3UTR inh 12.7.

Bioassay records as filed in PubChem.
